Compound activity: PubChem, several laboratories
PolyA inh = yeast polyadenylation inhibition; S. cerevisiae SKY197-pL101 polyadenylation reporter, beta-gal luminescence; efflux-impaired pdr1/pdr3 knockout yeast; score 100 = 6 SD above DMSO; AID 1875; calls only at 12 µM; 0.02% of 300,000 active;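 active means lowest replicate activity score at least 50, where 100 means six control SD above control mean; inconclusive means lowest score under 50 but half or more replicates reach 50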;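 further: yeast exposed to compound for 9 h at 30 °C; higher score means more reporter readthrough which indicates perturbed polyadenylation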
HSF1 activator = increases HSF-1 driven luciferase reporter signal; NIH3T3-HGL HSF-1 luciferase reporter, MG132, 8 h; 100% = twice DMSO control signal; activation, % at 9 µM; 1.7% of 300,000 active; AID 504408;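 active means mean replicate activation of at least 50% with a set share of replicates each reaching 50%; inconclusive means only one of those two conditions met; inactive means mean below 50% and too few replicates reaching it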;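 further: 0% = median of the neutral control wells and 100% = twice that signal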
Platelet DG rel = platelet dense granule release activity; human platelet-rich plasma, SFLLRN dense granule ATP release, luminescence; inhibition, %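 (compounds screened at 7.5 µM in platelet-rich plasma)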; 0.22% of 300,000 active; AID 1663;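 active means mean replicate score, as percent of positive control, at or above 50; inconclusive means mean below 50 but at least one replicate at or above 50; inactive means mean and every replicate below 50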
AI-2 QS modul = modulates the Vibrio harveyi AI-2 quorum sensing system; Vibrio harveyi JMH597 AI-2 luminescence/OD600 ratio, 9 h; stronger effect = lower value; strain lacks LuxN and CqsS sensors; 0 = neutral-control median; activity change, % at 7.5 µM; 0.4% of 300,000 active; in the data active means activity change below about -75%, passing the limit was not always enough; inconclusive means no clear call, values can overlap the other calls;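 further: luminescence divided by OD600 gain over 9 h not by final OD600 alone; inactives centre near 13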
GSK3A inh = blocks human GSK-3 alpha kinase | P49840 | ADP-Glo luminescence, 60 min | inhibition, % at 10 µM | 0.1% of 320,000 active | AID 2650;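 in the data active means inhibition above about 50%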;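 further: GST-tagged GSK-3 alpha with peptide substrate and 25 µM ATP; 0% = DMSO neutral wells and 100% = GW8510 positive control wells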
HDAC3 inhib = blocks human histone deacetylase 3. O15379. recombinant HDAC3, fluorogenic peptide/trypsin coupled, fluorescence. inhibition, % at 8.3 µM. 0.15% of 320,000 active. AID 2718; in the data active means inhibition above about 26%, passing the limit was not always enough; inconclusive means no clear call, values can overlap the other calls
Target sequence (O15379 whole entry, looked up): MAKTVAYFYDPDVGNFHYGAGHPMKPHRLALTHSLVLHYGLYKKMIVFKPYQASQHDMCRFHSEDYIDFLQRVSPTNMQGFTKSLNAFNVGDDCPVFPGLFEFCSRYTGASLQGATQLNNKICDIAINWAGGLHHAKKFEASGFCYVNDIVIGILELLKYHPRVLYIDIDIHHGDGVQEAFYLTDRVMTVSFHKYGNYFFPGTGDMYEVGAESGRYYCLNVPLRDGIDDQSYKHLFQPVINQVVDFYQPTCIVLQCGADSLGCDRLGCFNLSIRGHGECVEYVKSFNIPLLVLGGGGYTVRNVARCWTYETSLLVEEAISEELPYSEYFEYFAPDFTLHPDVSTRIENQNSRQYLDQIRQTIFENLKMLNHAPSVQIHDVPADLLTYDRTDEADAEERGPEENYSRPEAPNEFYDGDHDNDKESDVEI
GSK3B inh = human GSK3beta kinase inhibition; GST-GSK3beta kinase, ADP-Glo luminescence, 60 min; stronger effect = lower value; activity score (negative = inhibition), % at 10 µM; AID 2097; P49841; 0.038% of 300,000 active;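 active means more than half of replicate wells score below -50%, meaning over 50% inhibition versus plate controls; inconclusive means some replicates but at most half score below -50%; inactive means no replicate scores below -50%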;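 further: 0% = median DMSO wells and -100% = median GW8510 positive control wells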
Target sequence (P49841 whole entry, looked up): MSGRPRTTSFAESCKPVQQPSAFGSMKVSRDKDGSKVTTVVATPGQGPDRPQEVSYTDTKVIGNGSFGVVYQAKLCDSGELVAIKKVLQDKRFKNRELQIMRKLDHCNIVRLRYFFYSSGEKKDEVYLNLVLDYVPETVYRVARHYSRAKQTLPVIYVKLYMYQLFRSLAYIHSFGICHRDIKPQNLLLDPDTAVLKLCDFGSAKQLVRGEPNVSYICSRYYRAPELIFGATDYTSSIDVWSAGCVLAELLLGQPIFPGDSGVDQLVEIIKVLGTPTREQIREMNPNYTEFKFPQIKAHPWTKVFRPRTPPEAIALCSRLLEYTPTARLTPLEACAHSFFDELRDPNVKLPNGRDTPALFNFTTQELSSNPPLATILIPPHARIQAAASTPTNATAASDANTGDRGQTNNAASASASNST
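Test system – GST-tagged human GSK3beta kinase, cell-free · Incubation – 60 min enzyme reaction, room temperature · Signal – ADP-Glo luminescence · Also added – peptide substrate and ATP at 25 µM · Controls – DMSO neutral wells and GW8510 at 20 µM as positive · Buffer or medium – Tris/MgCl2 kinase buffer · Measure – Luminescence-derived activity versus plate DMSO and GW8510 wells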
HSF1 inh = HSF1 inhibition | NIH3T3-HGL HSE-luciferase, MG132-induced, luminescence 8 h; stronger effect = lower value | activity change, negative = inhibition, % at 7.5 µM (by protocol) | 0.77% of 300,000 active | AID 2098;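 active means more than half of replicate wells show activity change below -50%, luminescence cut by over half; inconclusive means some wells, but at most half, below -50%; inactive means no replicate well below -50%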;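 further: luciferase reports HSF-1 transcriptional activity via heat shock element; 0% = median of DMSO wells and -100% = zero luminescence signal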
HSP90 refold inh = inhibitors of HSP90 luciferase refolding in rabbit reticulocyte lysate. luciferase refolding luminescence, 3 h. 0.91% of 290,000 active. inhibition, % at 5.6 µM;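 active means inhibition above the screen-wide mean plus 3 SD, computed separately per campaign, cut at about 16% in these data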;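 further: 0% = DMSO wells and 100% = 60 µM geldanamycin wells; inhibitors lower the luminescence because luciferase stays unfolded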
Dyrk1A ADPGlo = blocks rat Dyrk1A kinase activity; AID 504441; inhibition, % at 12.5 µM; 0.43% of 310,000 active; Q63470; ADP-Glo luminescence, NFATc1 peptide; in the data active means inhibition above about 50%;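 further: plate controls were vehicle with enzyme for no effect and no enzyme for full effect; many of its hits are not listed in these tables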
Starred values were filed as active, the others as inactive; i = inactive; u = inconclusive; x = not tested or not shown. The list is partial (hit frequency here may not be typical).

SMILES	PolyA inh	HSF1 activator	Platelet DG rel	AI-2 QS modul	GSK3A inh	HDAC3 inhib	GSK3B inh	HSF1 inh	HSP90 refold inh	Dyrk1A ADPGlo
Clc1cccc(N2CCN(c3ncnc4nc[nH]c34)CC2)c1	i	15	1	19	-3	x	-1	2	-1	12
CC(NC(=O)C12CC3CC(CC(O)(C3)C1)C2)c1ccc(Cl)cc1Cl (stereo not given)	i	-9	10	19	-1	2	0	-5	-3	3
CCCN(CCC)CCNC(=O)C1(O)c2ccccc2NC(=O)N1c1cccc(OC)c1 (stereo not given)	i	-6	-2	33	0	0	-3	-10	-1	-4
Cc1nn(Cc2ccccc2)c(Cl)c1C(=O)OCc1nnc(-c2ccccc2)o1	i	23	-1	-16	1	6	-3	11	2	-1
CCO[C@@H]1OC(C(=O)NCc2nc3ccccc3[nH]2)=C[C@H](c2ccc(C(F)(F)F)cc2)[C@H]1CCCO	i	1	-1	27	1	19	1	3	3	3
Cc1ccc(C2=[N+]([O-])C(C)(C)N(O)C2(C)C)cc1	i	1	0	18	-3	-2	5	5	-8	0
O=C(COc1nncc2ccccc12)Nc1ccc(Br)cc1F	i	8	-2	u	-3	-3	3	0	0	-5
Cc1cc(-c2csc(N)n2)c(C)n1Cc1ccco1	i	-4	-5	3	-1	-3	2	-1	-2	-2
O=C(COc1ccc(Cl)cc1)NCc1ccncc1	i	5	-7	-8	-2	5	-3	-3	-1	-5
CSc1cccc(NC(=O)CCNS(=O)(=O)c2ccc3[nH]c(=O)oc3c2)c1	i	-2	10	32	-2	-1	5	4	0	2
O=C(CSCc1cccc(Cl)c1)OCc1nc2ccsc2c(=O)[nH]1	i	28	-21	34	x	x	2	7	x	1
COc1ccc(/C=C2\SC(=O)N(CCNC(=O)C3CCN(S(=O)(=O)c4cccs4)CC3)C2=O)cc1	i	31	33	19	-2	5	-3	35	4	-11
CCN(CC)CCCNC(=O)c1cn(C)c2ccc(S(=O)(=O)N(C)C3CCCCC3)cc2c1=O	i	1	3	9	3	5	0	3	-6	2
CC(=O)Nc1nnc(Cc2c[nH]c3ccccc23)s1	i	-11	6	21	1	6	-5	-2	-4	x
CSC1=C(C#N)C(=O)NC(c2ccccc2O)S1 (stereo not given)	i	-12	-14	-24	-8	1	2	-1	0	x
Cc1ccc(C(=O)c2c(C)oc3c2C(=O)C(=O)c2ccccc2-3)cc1	i	14	-4	28	4	1	-5	16	8	8
Cc1ccccc1NC(=O)Cc1cccc(C(F)(F)F)c1	i	7	-2	7	-1	0	-3	-3	1	3
Cc1ccc(C(=O)CSc2nnc(-c3ccco3)n2CC2CCCO2)cc1 (stereo not given)	i	5	3	7	3	3	-1	1	6	1
COc1cc(NC(=O)COc2cc(O)c3c(c2)OC(C)(C)CC3=O)cc(OC)c1OC	i	-12	-5	27	10	3	1	-4	2	0
COc1cccc(NC(=O)CCC2CCN(C(=O)C3CC=CCC3)CC2)c1 (stereo not given)	i	-5	7	3	-1	2	-3	4	3	8
Cc1ccc(NC(=O)CCC(=O)NNC(=O)Cc2ccccc2)cc1C	i	11	0	-2	-3	7	-1	4	2	-2
CN(CC(=O)N1CCN(c2cccc(Cl)c2)CC1)S(=O)(=O)c1cnc[nH]1	i	49	-15	9	0	-3	-3	13	0	5
CCC(C)NC(=O)c1c(-c2cc(Cl)c(OC)c(Cl)c2)noc1C (stereo not given)	i	14	9	-2	-2	-9	-2	-1	3	10
CN(C)C(=O)C(=O)c1c(-c2ccccc2)cc2ccccn12	i	11	-7	17	1	0	1	-7	-2	-1
O=C(Nc1ccccc1)Nc1n[nH]c2nnc(-c3ccccc3)c(-c3ccccc3)c12	x	-14	-2	17	20	7	-1	1	-2	11
O=C(COC(=O)c1cc[n+]([O-])cc1)Nc1ccc(Cl)cc1C(F)(F)F	i	5	-10	x	-1	12	x	4	x	6
Cn1c(=O)c2c(SCC(=O)NCC3CCCO3)nc(-c3ccccc3Cl)nc2n(C)c1=O (stereo not given)	i	3	-2	8	1	-9	-4	5	1	2
COc1ccc(C(=O)c2c[nH]c(C(=O)NCC3CCCO3)c2)cc1 (stereo not given)	i	6	0	12	10	4	1	-5	-2	0
CCN(CC(=O)NCc1cccs1)C(=O)C(c1ccccc1)c1ccccc1	i	39	-6	9	-1	5	0	-1	2	8
CCOc1ccccc1-c1nc(CN2CCCC2c2nccs2)c(C)o1 (stereo not given)	i	x	-3	-2	-18	6	0	x	-2	-1
COCC(C)NC(=O)c1cccc(Cl)c1 (stereo not given)	i	0	0	21	-24	-5	3	-6	-4	-29
COc1cc(NC(=O)c2cc(-c3cccc(O)c3)on2)cc(OC)c1OC	i	-22	7	32	0	7	1	6	2	-5
COc1ccc(Br)cc1CN(C)CC(=O)Nc1c(Cl)cccc1Cl	i	-20	3	8	-1	-1	1	2	-5	1
COc1ccc(C(=O)NC2CCCCC2)cc1S(=O)(=O)N1CCOCC1	i	-23	-10	19	-3	2	2	-2	-2	15
CC(OC(=O)CN1C(=O)NC2(CCCC2)C1=O)C(=O)Nc1cccc(Cl)c1 (stereo not given)	x	-13	-1	8	3	3	0	-8	2	-4
Nc1sc2c([n+]1CCCS(=O)(=O)[O-])CCCC2	i	2	-3	24	11	-3	-2	-5	-7	-4
COc1cccc(CNc2nc3nc(C)cc(C)n3n2)c1	i	-9	3	14	-1	-10	-1	9	5	6
CC(=O)Nc1ccc(S(=O)(=O)N2CCN(c3cc(C)nc4ncnn34)CC2)cc1	i	-9	-2	2	2	7	3	-2	1	2
O=C(Nc1ccccc1F)N(CCCN1CCOCC1)Cc1cc2cc3c(cc2[nH]c1=O)OCCO3	i	-10	13	-4	-2	-14	-1	1	-2	6
NS(=O)(=O)c1ccc(CNC(=O)CNC(=O)Cc2ccccc2)cc1	i	-6	1	44	2	-6	0	2	-4	-11
CCCN1CCN(S(=O)(=O)c2cc3c(cc2C)NC(=O)CO3)CC1	i	-9	4	5	6	-1	4	-10	-6	4
O=C(NC(=S)Nc1cccc2ncccc12)c1ccccc1	i	23	-5	34	-3	2	-21	-4	-3	27
CCc1ccccc1NC(=S)N1N=CCC1c1ccccc1 (stereo not given)	i	31	1	25	-2	2	6	8	-2	-2
CCOC(=O)c1sc2nc(C)nc(SCC(N)=O)c2c1C	i	13	-7	17	4	-1	1	7	0	0
O=C(O)c1cc(C(F)(F)F)nc2ccccc12	i	-11	3	22	-1	-2	4	1	2	-4
CCOC(=O)C1=C(C)OC(N)=C(C#N)C1c1ccoc1 (stereo not given)	i	7	-9	15	0	5	0	-1	5	3
COc1ccc(N(CC(=O)NCCc2ccc(Cl)cc2)S(=O)(=O)c2c(C)[nH]c(=O)[nH]c2=O)cc1	i	0	2	2	-4	-4	-3	-9	5	0
O=[N+]([O-])c1ccc(O)c(-c2nc(-c3ccccc3)c(-c3cccs3)[nH]2)c1	i	-13	-5	2	-32	-4	1	-15	3	3
Cc1ccc(-n2cccc2/C=C2/NC(=O)N(CC(=O)Nc3cccc(C)c3)C2=O)cc1	i	-1	-9	20	0	11	0	-15	-3	5
O=C(O)C1CN(c2ncccc2[N+](=O)[O-])C1	i	-16	-2	18	0	10	1	-3	-3	-1
Next results follow.
SMILES	PolyA inh	HSF1 activator	Platelet DG rel	AI-2 QS modul	GSK3A inh	HDAC3 inhib	GSK3B inh	HSF1 inh	HSP90 refold inh	Dyrk1A ADPGlo
CC(C)(C)NC(=O)C(c1ccco1)N(C(=O)Cn1nnc(-c2ccc(F)cc2)n1)c1ccccc1F (stereo not given)	i	2	3	17	3	0	-3	1	2	1
NC(=O)C1=C[C@@H](c2ccc3c(c2)OCO3)C[C@@H](OCCCCO)O1	i	-10	-6	29	-1	8	-1	-4	x	39
Cc1ccc(C(=O)N/N=C/c2c(O)ccc3ccccc23)cn1	i	-23	-5	-19	1	1	0	-9	-11	1
O=C(CSc1ccc([N+](=O)[O-])cn1)Nc1ccc2c(c1)OCO2	i	23	-18	24	-2	3	2	-3	-2	-2
COc1ccc(C2(CNC(=O)c3ccc(OC)c([N+](=O)[O-])c3)CCCCC2)cc1OC	i	8	5	17	0	5	0	13	-2	-4
COc1cc(/C=C(\C#N)C(=O)NCC2CCCO2)ccc1OCCC(C)C (stereo not given)	i	0	-14	-4	-1	7	4	11	0	-2
N#C/C(=C(/O)COC(=O)COc1ccc(Cl)cc1)c1nc2ccccc2[nH]1	x	25	0	1	-3	0	0	6	-2	0
O=C(CSc1nnc2ccc3ccccc3n12)N1CCOCC1	i	9	11	13	-2	-1	5	7	-5	-8
Cc1nn(C)c(Cl)c1S(=O)(=O)N1CCC(CO)(CCc2ccccc2)CC1	i	0	2	43	-3	1	3	-6	0	-1
COCC(=O)N1CCCC(C(=O)c2ccc(-c3ccccc3)c(F)c2)C1 (stereo not given)	i	3	17	22	3	11	-1	10	2	7
COCCNc1nnc(SCC(=O)N2CCN(S(=O)(=O)c3ccccc3)CC2)s1	i	8	9	-4	-6	7	0	-1	-2	4
CC(C)CN1CCC(=O)N(CCN=[N+]=[N-])CC1	i	-6	-2	14	0	5	-1	-6	-1	3
O=C(NCc1ccccc1)C1=C[C@H](c2ccc(C(F)(F)F)cc2)C[C@H](OCCCCO)O1	i	-5	-2	15	8	12	-1	7	x	-1
Cc1cc(C)cc(NC(=O)c2sc3nc(C)cc(C)c3c2N)c1	i	4	11	10	-1	-5	-2	3	-4	-2
CCCCCC(=O)Nc1c2c(nc3ccccc13)CCC2	i	-3	2	11	-5	-1	-1	-3	1	x
CCC(=O)N1CCc2cc(S(=O)(=O)NC(Cc3ccccc3)C(=O)Nc3nccs3)ccc21 (stereo not given)	i	1	1	32	x	x	4	1	1	1
COc1ccc(OC)c(NC(=O)NC2CCCCCCC2)c1	x	x	x	25	x	-6	-22	x	5	-4
COc1cccc(-c2nc(CS(=O)(=O)CC(=O)NCCCN3C(C)CCCC3C)c(C)o2)c1 (stereo not given)	i	-29	-6	3	0	2	-4	-1	0	-3
Cc1c(NC(=O)c2cc(-c3cccs3)nc3ccccc23)c(=O)n(-c2ccccc2)n1C	i	-34	3	22	-7	9	4	-32	0	-5
CCn1c(=O)c(C(=O)CN2CCN(S(=O)(=O)c3cc(C)ccc3C)CC2)c(N)n(Cc2ccccc2)c1=O	i	25	-3	5	-2	6	1	8	-1	4
COc1ccc(N2CC(C(=O)N3CCN(C)CC3)CC2=O)cc1 (stereo not given)	i	-2	1	-5	-2	4	5	-4	4	-1

Exported in CSV form: entries from further up
compound,PolyA inh,HSF1 activator,Platelet DG rel,AI-2 QS modul,GSK3A inh,HDAC3 inhib,GSK3B inh,HSF1 inh,HSP90 refold inh,Dyrk1A ADPGlo
O=C(NC(=S)Nc1cccc2ncccc12)c1ccccc1,i,23,-5,34,-3,2,-21,-4,-3,27
CCc1ccccc1NC(=S)N1N=CCC1c1ccccc1 (stereo not given),i,31,1,25,-2,2,6,8,-2,-2
